TWEAK-Fn14 inh – inhibitors of TWEAK-Fn14 signaling, primary screen, luciferase reporter cells, uHTS; TWEAK-stimulated Fn14 reporter cells, luciferase luminescence, 8 h; inhibition, % at 10 µM; 360,000 compounds, 2% hits; AID 1159606, 2016; in the data active means inhibition above about 50%
SRC3 inh – SRC3 coactivator transcriptional activity inhibitors, primary screen, cell-based, luminescence; Nuclear receptor coactivator 3 (Homo sapiens), Q9Y6Q9; HEK293 GAL4-SRC3 luciferase reporter; inhibition, % at 3.6 µM; 360,000 compounds, 0.17% hits;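 active means inhibition above a per-campaign cutoff, the mean of all compounds plus 3 SD, cut at about 60% in these data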;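 further: 0% = DMSO-treated cells and 100% = gossypol-treated cells at 36 µM; higher means less SRC3-driven luciferase light from the GAL4 reporter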
Target sequence (Q9Y6Q9 whole entry, looked up, the tested form may be a part): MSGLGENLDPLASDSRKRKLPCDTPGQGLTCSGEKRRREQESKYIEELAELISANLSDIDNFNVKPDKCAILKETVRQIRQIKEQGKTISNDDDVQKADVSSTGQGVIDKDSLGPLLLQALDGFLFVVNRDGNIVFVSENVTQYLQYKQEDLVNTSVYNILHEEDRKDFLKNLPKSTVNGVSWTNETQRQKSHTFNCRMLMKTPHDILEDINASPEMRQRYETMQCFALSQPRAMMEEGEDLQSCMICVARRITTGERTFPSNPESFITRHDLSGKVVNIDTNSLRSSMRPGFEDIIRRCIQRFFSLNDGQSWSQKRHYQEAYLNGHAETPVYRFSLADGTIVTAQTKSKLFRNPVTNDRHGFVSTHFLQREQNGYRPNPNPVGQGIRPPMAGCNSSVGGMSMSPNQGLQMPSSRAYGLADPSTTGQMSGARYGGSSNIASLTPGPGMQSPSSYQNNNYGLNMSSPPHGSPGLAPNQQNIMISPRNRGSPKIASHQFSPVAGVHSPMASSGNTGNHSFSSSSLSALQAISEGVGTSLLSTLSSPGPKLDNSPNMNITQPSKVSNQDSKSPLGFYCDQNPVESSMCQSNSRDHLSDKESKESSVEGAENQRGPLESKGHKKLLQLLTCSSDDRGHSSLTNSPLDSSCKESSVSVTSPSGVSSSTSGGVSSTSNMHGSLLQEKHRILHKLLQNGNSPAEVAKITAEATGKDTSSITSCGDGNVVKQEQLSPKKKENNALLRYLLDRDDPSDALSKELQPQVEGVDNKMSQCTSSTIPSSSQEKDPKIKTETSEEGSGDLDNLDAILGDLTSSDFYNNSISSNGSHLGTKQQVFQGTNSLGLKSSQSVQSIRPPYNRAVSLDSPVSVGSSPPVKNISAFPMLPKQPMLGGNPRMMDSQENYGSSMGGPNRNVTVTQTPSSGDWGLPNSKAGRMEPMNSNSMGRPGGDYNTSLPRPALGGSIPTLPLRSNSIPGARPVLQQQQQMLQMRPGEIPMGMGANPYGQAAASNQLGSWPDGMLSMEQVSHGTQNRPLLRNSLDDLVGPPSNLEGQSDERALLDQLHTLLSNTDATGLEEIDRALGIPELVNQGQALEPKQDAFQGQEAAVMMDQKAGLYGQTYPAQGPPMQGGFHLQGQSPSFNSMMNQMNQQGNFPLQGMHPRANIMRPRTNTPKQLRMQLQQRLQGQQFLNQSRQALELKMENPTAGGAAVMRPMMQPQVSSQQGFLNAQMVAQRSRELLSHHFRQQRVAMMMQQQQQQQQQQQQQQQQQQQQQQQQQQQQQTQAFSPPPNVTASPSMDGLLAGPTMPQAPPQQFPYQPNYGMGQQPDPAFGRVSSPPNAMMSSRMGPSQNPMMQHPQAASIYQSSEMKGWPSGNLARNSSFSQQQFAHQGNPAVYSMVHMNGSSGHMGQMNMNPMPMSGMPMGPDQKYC
TROY NFkB inh – inhibitors of TROY-driven NF-kB signaling, primary screen, Q293 LMP1-TROYcd cells, NF-kB luciferase, uHTS; Q293 LMP1-TROYcd NF-kB luciferase reporter, 4 h; inhibition, % at 10 µM; 360,000 compounds, 0.98% hits; AID 1347056, 2019;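 active means compounds whose plate-normalised and pattern-corrected inhibition of the luciferase reporter signal at the single screening dose is 50% or more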
Granule exo inh – LAMP-1 surface exposure blockers, TALL-104 cells – cell-based, flow cytometry, MLPCN library, primary screen; inhibition, % at 10 µM; TALL-104 LAMP-1 surface exposure; cells stimulated with thapsigargin and PMA; 360,000 compounds, 0.66% hits; AID 651702, 2012;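 active means inhibition above about 55%, limit read from the data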
TLR9-MyD88 inh – inhibitors of TLR9-MyD88 association in cells, primary screen, cell-based, CHO, BLA complementation, fluorescence | 340,000 compounds, 0.21% hits | inhibition, % at 4.98 µM | Toll-like receptor 9 (Homo sapiens) + Myeloid differentiation primary response protein … | CCF4 FRET ratio;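 active means inhibition above the mean over all tested compounds plus 3 SD, cut at about 21% in these data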;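 further: 0% = DMSO only wells and 100% = clavulanate BLA inhibitor control wells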
SRC1 inh – SRC1 coactivator transcriptional activity inhibitors, primary screen, cell-based, luminescence. AID 588354, 2011. 360,000 compounds, 0.12% hits. Nuclear receptor coactivator 1 (Homo sapiens), Q15788. HEK293 GAL4-SRC1 luciferase reporter. inhibition, % at 3.6 µM;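 active means inhibition above the campaign mean plus 3 SD, with each screening campaign given its own cutoff, cut at about 60% in these data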;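 further: 0% = DMSO treated cells and 100% = gossypol at 36 µM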
ABHD5 PLIN5 PPI – ABHD5-PLIN5 interaction inhibitors, primary screen, cell lysate, split luciferase complementation, luminescence; Split G. princeps luciferase complementation, 4 h; inhibition, % at 4 µM; 360,000 compounds, 0.78% hits; AID 602281, 2012;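 active means inhibition above the mean inhibition across every tested compound plus 3 SD, cut at about 22% in these data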;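 further: 0% = DMSO only wells and the 100% control is not disclosed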
SRC2 inh – inhibition of GAL4-SRC2 driven luciferase reporter, primary screen, SRC2 inhibitor project, cell-based, luminescence | inhibition, % at 9 µM | Nuclear receptor coactivator 2 (Homo sapiens), Q15596 | AID 651957, 2012 | 370,000 compounds, 0.17% hits | HEK293 GAL4-SRC2 luciferase reporter;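 active means inhibition above the mean inhibition of all tested compounds plus 3 SD, set per campaign, cut at about 52% in these data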;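 further: 0% = DMSO treated cells and 100% = cells given Gossypol at 36 µM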
NR2F2 inh – NR2F2 transcriptional activity inhibitors, primary screen, cell-based, luciferase reporter, HEK293T, luminescence; inhibition, % at 8.6 µM; AID 686940, 2013; 370,000 compounds, 0.7% hits; HEK293T NGFI-A luciferase reporter;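 active means inhibition above a per-plate cutoff, mean inhibition of test wells between control levels plus 3 SD, cut at about 38% in these data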;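 further: cells cotransfected with COUP-TFII expression vector driving the NGFI-A reporter; 0% = median of COUP-TF2 test wells and 100% = reporter-only cells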
NOD2 RIPK2 PPI – NOD2-RIPK2 binding disruptors in cells, primary screen, fluorescence, CHO cells, BLA complementation; Receptor-interacting serine/threonine-protein kinase 2 (Homo sapiens), O43353; CCF4 ratio; inhibition, % at 4.98 µM; 360,000 compounds, 0.38% hits; AID 624267, 2012; in the data active means inhibition above about 21%;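 further: 0% = vehicle only and 100% = reference blocker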
LRH-1 inv ag – LRH-1 (NR5A2) inverse agonists, primary screen, cell-based, luminescence, HEK293T, StAR-luciferase reporter; LRH-1 transfected, 24 h; inhibition, % at 3.6 µM; 360,000 compounds, 0.13% hits; AID 602396, 2012;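 active means inhibition above the mean inhibition of all tested compounds plus 3 SD, cut at about 73% in these data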;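 further: 0% = DMSO wells and 100% = reporter-only cells lacking LRH-1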
* hit, by the source's call; . = no result given. This is a subset. The share of hits here may be higher or lower than overall.

Codes – A = TWEAK-Fn14 inh; B = SRC3 inh; C = TROY NFkB inh; D = Granule exo inh; E = TLR9-MyD88 inh; F = SRC1 inh; G = ABHD5 PLIN5 PPI; H = SRC2 inh; I = NR2F2 inh; J = NOD2 RIPK2 PPI; K = LRH-1 inv ag
CNC(=S)N/N=C/c1ccc(OCC(=O)Nc2c(C)cc(C)cc2C)c(OC)c1
  A: 7 | B: -4 | C: -18 | D: -3 | E: 4 | F: 11 | G: 0 | H: -13 | I: 4 | J: -16 | K: 8

CC(C(=O)NCc1cccs1)N1C(=O)c2ccccc2C1=O (stereo not given)
  A: -12 | B: 5 | C: 10 | D: 24 | E: -11 | F: -18 | G: -3 | H: . | I: . | J: 1 | K: 1

O=C(Nc1c2c(nn1-c1ccc([N+](=O)[O-])cc1)CS(=O)(=O)C2)c1ccccc1F
  A: -6 | B: -2 | C: -11 | D: -7 | E: 10 | F: -7 | G: 2 | H: -14 | I: 8 | J: -5 | K: -3

Cc1ccc(CSc2nc3c(c(=O)[nH]c(=O)n3C)n2CCC(C)C)cc1
  A: 28 | B: -8 | C: 21 | D: 5 | E: -4 | F: -22 | G: -3 | H: -1 | I: 17 | J: -14 | K: 13

CC(C)NC(=O)CN(CCc1ccccc1)S(C)(=O)=O
  A: -2 | B: 13 | C: -6 | D: -2 | E: 4 | F: 12 | G: 3 | H: 12 | I: 1 | J: -5 | K: 9

Nc1c(C(=O)c2ccccc2)oc2ccc([N+](=O)[O-])cc12
  A: -80 | B: -39 | C: -35 | D: -2 | E: 2 | F: -20 | G: 11 | H: -14 | I: 4 | J: 3 | K: -21

Cc1ccc(-c2nnc(-c3ccc(NC(=O)Cc4cccs4)cc3)o2)cc1
  A: -38 | B: 7 | C: -28 | D: -3 | E: 5 | F: -18 | G: 0 | H: -21 | I: 6 | J: -12 | K: -16

Cc1cc(OCc2cc(C(=O)N(C)CCOc3ccccc3)no2)cc(C)c1Cl
  A: -5 | B: 6 | C: -12 | D: 47 | E: -7 | F: 15 | G: -8 | H: 15 | I: 13 | J: -10 | K: 11

COc1ccc(/C=C2\Oc3cc(OCC(=O)N4CCC[C@H]4C(=O)O)ccc3C2=O)c(OC)c1OC
  A: -15 | B: 19 | C: -29 | D: 2 | E: 5 | F: -29 | G: 0 | H: -8 | I: -5 | J: 1 | K: -1

CCN(CC)S(=O)(=O)c1ccc(/C=C/C(=O)OCC(=O)Nc2cccc3ccccc23)cc1
  A: 2 | B: 5 | C: -2 | D: 2 | E: 3 | F: -6 | G: 2 | H: -5 | I: -6 | J: -5 | K: 5

C=CC[C@H]1C=C[C@@H](C(C(=O)OC)C(=O)OC)CN1C(C)=O
  A: -17 | B: -9 | C: 8 | D: -2 | E: 0 | F: -19 | G: 2 | H: -16 | I: -16 | J: -7 | K: -13

OC(CCCC(O)c1ccccc1)c1ccccc1 (stereo not given)
  A: 31 | B: -18 | C: -15 | D: -1 | E: -3 | F: 3 | G: 3 | H: -23 | I: 8 | J: -5 | K: -15

O=C1N=C(N2CCCC2)S/C1=C\c1cccc(Br)c1
  A: -22 | B: -11 | C: -45 | D: -3 | E: 0 | F: -19 | G: 16 | H: -15 | I: -18 | J: 6 | K: -19

NCCSc1c(-c2ccc(Cl)cc2)[nH]c2ccccc12
  A: -16 | B: 4 | C: -29 | D: 24 | E: 1 | F: -2 | G: 17 | H: -7 | I: 9 | J: -2 | K: 8

CCOC(=O)c1ccc(NC(=S)N2CCN(CCO)CC2)cc1
  A: 5 | B: -5 | C: -5 | D: 19 | E: 5 | F: -51 | G: -2 | H: 20 | I: 8 | J: -9 | K: -11

Cc1cccc(C(=O)Nc2ccc3ccccc3c2)c1
  A: -18 | B: -106 | C: -47 | D: -16 | E: -6 | F: -95 | G: -2 | H: -36 | I: -28 | J: -1 | K: -115

CCN(CC(=O)NCc1cccs1)c1nnnn1-c1ccccc1
  A: 16 | B: -6 | C: 9 | D: -3 | E: 8 | F: 2 | G: -8 | H: 16 | I: -4 | J: -5 | K: 8

CC1=C(C(=O)N2CCCCCC2)CC(CC(=O)NCC2CCCCC2)C(=O)N1Cc1ccccc1 (stereo not given)
  A: -8 | B: -15 | C: -11 | D: -4 | E: . | F: 22 | G: -6 | H: -12 | I: 9 | J: -5 | K: 2

COc1cc(/C=N/NC(=S)Nc2cccc(S(=O)(=O)N(C)C)c2)cc(OC)c1O
  A: 2 | B: -10 | C: -6 | D: 1 | E: 10 | F: -13 | G: -5 | H: -7 | I: 2 | J: -3 | K: -10

Cc1ccc(S(=O)(=O)N(C)CCCC(=O)NC(C)(C)C)cc1
  A: -2 | B: 15 | C: -10 | D: -2 | E: -2 | F: -6 | G: 2 | H: 14 | I: 8 | J: -14 | K: 2

CC1=CC(C)C(/C=N/N=C(N)N)C(C)C1 (stereo not given)
  A: -16 | B: 17 | C: -5 | D: -5 | E: -5 | F: -16 | G: 5 | H: -12 | I: -2 | J: -1 | K: 9

C[C@H](CO)N1C[C@H](C)[C@@H](CN(C)S(C)(=O)=O)Oc2ccc(NC(=O)Nc3ccc4c(c3)OCO4)cc2C1=O
  A: 18 | B: -12 | C: -2 | D: -3 | E: -5 | F: -10 | G: 2 | H: -42 | I: 1 | J: -8 | K: 1

CSc1ccccc1C(=O)Nc1ccc(C)c(C)c1
  A: -32 | B: -17 | C: -33 | D: -1 | E: 6 | F: -37 | G: 14 | H: -1 | I: -31 | J: -8 | K: -33

Cc1ccccc1NS(=O)(=O)c1ccc2c3c(cccc13)C(=O)N2C
  A: 24 | B: 2 | C: -14 | D: -2 | E: 8 | F: -1 | G: 10 | H: -10 | I: -56 | J: 5 | K: 9

NS(=O)(=O)c1ccc(NC(=S)Nc2ccc(Br)c(Cl)c2)cc1
  A: -15 | B: 3 | C: -34 | D: 6 | E: 1 | F: -5 | G: -11 | H: 6 | I: 13 | J: 5 | K: 7

CC1(C(=O)OCC(=O)NCCNC(=O)COC(=O)C2(C)CC2(Cl)Cl)CC1(Cl)Cl (stereo not given)
  A: -2 | B: 8 | C: -6 | D: 2 | E: 2 | F: 0 | G: -9 | H: 6 | I: 23 | J: -4 | K: -3

CC1CN(C(=O)CCC(=O)NCCc2ccccc2)c2ccccc2O1 (stereo not given)
  A: -6 | B: -8 | C: -11 | D: -3 | E: 8 | F: -14 | G: 11 | H: 5 | I: -11 | J: 3 | K: -45

CCOC(=O)C1(C(=O)OCC)NC(=O)CC1CC (stereo not given)
  A: -5 | B: -6 | C: -4 | D: 8 | E: -11 | F: 11 | G: 3 | H: 16 | I: -13 | J: 2 | K: 4

COC(=O)c1ccc(N2C(=O)CC(N3CCOCC3)C2=O)cc1 (stereo not given)
  A: 6 | B: 12 | C: 6 | D: 8 | E: 3 | F: -4 | G: 5 | H: -10 | I: -9 | J: -4 | K: 4

CCc1ccc(NC(=O)CCc2nnc3ccc(N4CCC5(CC4)OCCO5)nn23)cc1
  A: -30 | B: 1 | C: -3 | D: 0 | E: 9 | F: -1 | G: 0 | H: -16 | I: 9 | J: -2 | K: 11

Complete entries as entered above.
NS(=O)(=O)c1ccc(NC(=S)Nc2ccc(Br)c(Cl)c2)cc1 in the list: TWEAK-Fn14 inh = -15; SRC3 inh = 3; TROY NFkB inh = -34; Granule exo inh = 6; TLR9-MyD88 inh = 1; SRC1 inh = -5; ABHD5 PLIN5 PPI = -11; SRC2 inh = 6; NR2F2 inh = 13; NOD2 RIPK2 PPI = 5; LRH-1 inv ag = 7
Cc1ccccc1NS(=O)(=O)c1ccc2c3c(cccc13)C(=O)N2C in the list: TWEAK-Fn14 inh = 24; SRC3 inh = 2; TROY NFkB inh = -14; Granule exo inh = -2; TLR9-MyD88 inh = 8; SRC1 inh = -1; ABHD5 PLIN5 PPI = 10; SRC2 inh = -10; NR2F2 inh = -56; NOD2 RIPK2 PPI = 5; LRH-1 inv ag = 9

The list continues:
Codes – A = TWEAK-Fn14 inh; B = SRC3 inh; C = TROY NFkB inh; D = Granule exo inh; E = TLR9-MyD88 inh; F = SRC1 inh; G = ABHD5 PLIN5 PPI; H = SRC2 inh; I = NR2F2 inh; J = NOD2 RIPK2 PPI; K = LRH-1 inv ag
CC(=O)C1C(=O)c2c(cccc2[N+](=O)[O-])C1=Nc1ccc(S(N)(=O)=O)cc1 (stereo not given)
  A: -8 | B: -17 | C: 12 | D: -1 | E: -1 | F: 6 | G: -4 | H: 42 | I: 16 | J: -10 | K: -14

CN(C(=O)CCNC(=O)Cn1ccc2ccccc2c1=O)c1ccc(Br)cc1
  A: 14 | B: -5 | C: 11 | D: -2 | E: 10 | F: 5 | G: 6 | H: 29 | I: -11 | J: -6 | K: 12

COC(=O)c1sccc1NC(=O)Cn1nnc(-c2ccc(C)cc2)n1
  A: 1 | B: -10 | C: 0 | D: -2 | E: 2 | F: -2 | G: 6 | H: -5 | I: -4 | J: -1 | K: 10

COc1ccc(-c2nnc(SCC(=O)N/N=C/c3ccccc3C(=O)O)n2-c2ccccc2)cc1
  A: 10 | B: -5 | C: -4 | D: 0 | E: 5 | F: 0 | G: 0 | H: -8 | I: 30 | J: -17 | K: 13

COc1ccc(/C=C/C(=O)Oc2cccc(/C=N/NC(=O)Cc3ccc(Br)cc3)c2)cc1
  A: -20 | B: -54 | C: -61 | D: 2 | E: -2 | F: -36 | G: -4 | H: -27 | I: -10 | J: -2 | K: -21

O=C(NCc1ccc2c(c1)OCO2)C1CCCN1C(=O)Nc1ccc(Cl)cc1 (stereo not given)
  A: -20 | B: -14 | C: 10 | D: 8 | E: -11 | F: -25 | G: 0 | H: -9 | I: 3 | J: -5 | K: 15

CCOc1ccc(S(=O)(=O)N2CCC(C(=O)N3CCN(C)CC3)CC2)cc1Cl
  A: -29 | B: 28 | C: 24 | D: 0 | E: 0 | F: 8 | G: 3 | H: -10 | I: 6 | J: -13 | K: -2

CCOC(=O)c1ccc(NC(=O)CSc2nnc(NC(=O)c3ccc(S(=O)(=O)N4CCOCC4)cc3)s2)cc1
  A: -12 | B: 9 | C: -43 | D: -5 | E: -5 | F: -3 | G: 8 | H: -44 | I: -19 | J: 5 | K: -3

O=C(NC(=S)NNC(=O)c1cccs1)c1ccco1
  A: 6 | B: 0 | C: -40 | D: 0 | E: -8 | F: 3 | G: 3 | H: 5 | I: -8 | J: -3 | K: 0

CCOc1ccc(/C=C/C(=O)Nc2ccc(N3CCOCC3)cc2)cc1
  A: -17 | B: -2 | C: -28 | D: -6 | E: -3 | F: -3 | G: 3 | H: -5 | I: 13 | J: -2 | K: -17

CN(C)c1nc(N)c(C#N)c(C#N)c1C#N
  A: -3 | B: -11 | C: 2 | D: -2 | E: -6 | F: -6 | G: -1 | H: 2 | I: -3 | J: -12 | K: 0
